# Compound activity as filed in PubChem.
# POLB inh: inhibitors of human DNA polymerase beta; actives 1.3% (n = 340,000); Potency, µM (highest dose often 114 µM), for the others: top-dose activity change, negative = inhibition, actives largely listed as inhibitors; Pol beta primer extension/strand displacement, fluorescence kinetic; further: potency means the concentration at half of the fitted maximal effect; on the % scale 0 is the no-effect control and ±100 the full control effect
#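 10 nM enzyme + cpd, 15 min RT; start with substrate 50 nM final; read 0 min and after 10 min RT. Corrected, normalized data; 4-parameter Hill curve fit.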
# RXFP1 antag: blocks the human relaxin receptor RXFP1; HEK293-RXFP1, relaxin-stimulated cAMP HTRF, 30 min; active compounds read low; activity change, negative = inhibition, % at 57.5 µM; actives 0.59% (n = 350,000);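 active means activity change of -60% or lower, but not beyond a set lower limit; inconclusive means change between -60% and -40%, or beyond the set limit; inactive means change above -40%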; further: on the % scale 0 is the no-effect control and ±100 the full control effect
# Pol kappa inh: blocks human DNA polymerase kappa activity. AID 588579. purified Pol kappa, fluorescent DNA synthesis assay, 10 min. Potency, µM (doses to about 107 µM), inactives show at the highest dose activity, negative = inhibition, hits mostly inhibitors. actives 0.53% (n = 400,000); further: potency means the concentration at half of the fitted maximal effect; on the % scale 0 is the no-effect control and ±100 the full control effect
#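 Kinetic fluorescence screen: compound preincubated 15 min RT with 10 nM enzyme; 50 nM substrate (final) initiates; reads at 0/10 min.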
# Pol eta inh: DNA polymerase eta (human) inhibition | recombinant Pol eta, fluorescent DNA replication assay | Potency, µM (highest dose often 114 µM), for inactives: at the top dose activity change, negative = inhibition, most hits filed as inhibitors | actives 1.2% (n = 390,000); further: potency means the concentration at half of the fitted maximal effect; on the % scale 0 is the no-effect control and ±100 the full control effect
#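 Fluorescent replication assay: 50 nM final substrate added after a 15 min room-temperature compound preincubation with 10 nM enzyme. Signal taken at 0 min and again at 10 min.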
# APEX1 inh: APE1 (human) endonuclease inhibition; recombinant APE1, TAMRA/BHQ-2 abasic DNA cleavage fluorescence; actives 0.35% (n = 350,000); Potency, µM (top dose mostly 65.8 µM), for the others: at the top dose activity change, negative = inhibition, hits mostly inhibitors; AID 2517; P27695;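 further: potency means the concentration at half of the fitted maximal effect; plate controls were vehicle for no effect and reference inhibitor for full effect; nearly all actives have a fitted effect of over 55% in size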
# Target sequence (P27695 whole entry, looked up): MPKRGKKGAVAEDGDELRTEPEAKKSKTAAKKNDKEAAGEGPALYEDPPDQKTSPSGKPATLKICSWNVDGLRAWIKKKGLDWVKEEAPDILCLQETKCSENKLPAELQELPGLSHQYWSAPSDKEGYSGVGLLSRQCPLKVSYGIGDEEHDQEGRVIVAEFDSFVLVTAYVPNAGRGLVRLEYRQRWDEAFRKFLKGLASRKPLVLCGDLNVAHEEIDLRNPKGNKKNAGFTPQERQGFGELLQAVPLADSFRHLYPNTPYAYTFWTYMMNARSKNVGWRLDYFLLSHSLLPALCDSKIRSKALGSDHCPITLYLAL
#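 Activity was derived from the fluorescence gain between first and third kinetic reads (60 s intervals, ex 525/em 598 nm) after 50 nM THF-abasic TAMRA/BHQ-2 duplex was added to 0.75 nM APE1 preincubated 15 min with compound.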
# Anesthetic bind: binds horse apoferritin like a general anesthetic. apoferritin/1-aminoanthracene competitive binding, fluorescence. Potency, µM (top dose mostly 77.5 µM), for the others: at the highest dose activity change, negative = displacement, hits mostly inhibitors. actives 0.074% (n = 350,000); further: potency means the concentration at half of the fitted maximal effect; on the % scale 0 is the no-effect control and ±100 the full control effect; nearly all actives have a fitted effect of over 20% in size
# Target sequence (P02791 2-175 limits assumed): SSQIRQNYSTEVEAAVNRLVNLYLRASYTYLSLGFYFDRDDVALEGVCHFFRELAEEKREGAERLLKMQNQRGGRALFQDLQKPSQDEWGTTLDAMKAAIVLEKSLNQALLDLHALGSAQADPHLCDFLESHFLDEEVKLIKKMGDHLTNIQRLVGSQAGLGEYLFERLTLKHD
#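 10 uM apoferritin + 50% sat. 1-AMA, PBS; cpd 10 min RT; Ex380/Em535 endpoint; normalized to free probe vs complex; 4-param Hill fit; propofol titration as pos. ctrl.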
# PGK inhibitor: inhibitors of T. brucei phosphoglycerate kinase | P07378 | PGK/GAPDH coupled, Kinase-Glo luminescence, 60 min | Potency, µM (top dose mostly 57.5 µM), for inactives: at the highest dose activity change, negative = inhibition, hits mostly inhibitors | actives 0.043% (n = 380,000); further: potency means the concentration at half of the fitted maximal effect; on the % scale 0 is the no-effect control and ±100 the full control effect; nearly all actives have a fitted effect of over 60% in size
# Target sequence (P07378 whole entry, looked up): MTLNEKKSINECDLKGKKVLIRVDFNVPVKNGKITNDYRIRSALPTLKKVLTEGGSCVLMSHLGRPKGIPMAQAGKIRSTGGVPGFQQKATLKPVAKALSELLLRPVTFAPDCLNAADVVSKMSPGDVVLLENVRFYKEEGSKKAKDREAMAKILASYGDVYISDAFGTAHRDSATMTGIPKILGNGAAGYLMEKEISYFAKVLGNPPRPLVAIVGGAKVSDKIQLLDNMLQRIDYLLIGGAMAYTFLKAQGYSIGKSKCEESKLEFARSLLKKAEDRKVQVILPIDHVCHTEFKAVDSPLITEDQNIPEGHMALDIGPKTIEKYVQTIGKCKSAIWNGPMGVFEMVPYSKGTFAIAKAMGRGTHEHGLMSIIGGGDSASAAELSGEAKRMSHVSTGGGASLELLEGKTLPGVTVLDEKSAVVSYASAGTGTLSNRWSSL
#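 Recombinant glycosomal PGK reaction used 1,3-bisphosphoglycerate generated in-well by GAPDH (100nM final) in 100mM TEA pH 7.6, 5mM MgCl2, 0.01% Tween-20. After 60 minutes at room temperature, ATP was read by Kinase-Glo Plus luminescence end-point.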
# BLM inh: Bloom syndrome helicase (human) inhibition. AID 2528. Potency, µM (highest dose often 56.1 µM), inactives show top-dose activity change, negative = inhibition, actives largely listed as inhibitors. P54132. recombinant BLM DNA unwinding, fluorescence dequenching. actives 0.2% (n = 350,000);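 further: potency means the concentration at half of the fitted maximal effect; plate controls were vehicle for no effect and no enzyme for full effect; nearly all actives have a fitted effect of over 35% in size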
# Pol iota inh: DNA polymerase iota (human) inhibition; Q9UNA4; Pol iota fluorescent replication assay, 10 min; Potency, µM (doses to about 115 µM), inactives show at the highest dose activity, negative = inhibition, most hits filed as inhibitors; actives 1% (n = 390,000); further: potency means the concentration at half of the fitted maximal effect
#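 Fluorescent replication assay read twice, at 0 min and 10 min after adding 50 nM (final) substrate. Enzyme (10 nM) and compounds were first incubated 15 min at room temperature; enzyme-free buffer wells were negative controls.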
# Numbers without * were called inactive; i = inactive; ? = inconclusive; . = not tested or not shown; & = joins results of further samples; [ ] = another dose, or the depositor's remark. Unless noted, the call rests on the fitted dose curve; in most records, active means well fitted curve in the direction sought with a large enough effect; inconclusive means small, poorly fitted or top-dose-only effect, or another doubt; inactive means no such curve, though single readings can be large; an effect the other way counts as inactive or inconclusive. Not all compounds are listed (hit frequency here may not be typical).
canonical_smiles | POLB inh | RXFP1 antag | Pol kappa inh | Pol eta inh | APEX1 inh | Anesthetic bind | PGK inhibitor | BLM inh | Pol iota inh
COc1cccc(-c2nc3c(c(SCC(=O)Nc4cccc(C)c4C)n2)Cc2c(CO)cnc(C)c2O3)c1 | -4% | 10 | -10% | -1% | . | 61%[activator] | 10% | -10% | -16%
COc1ccc(N2C(=NC(=O)C3CCCCC3)SC3CS(=O)(=O)CC32)cc1 (stereo not given) | 21% | -10 | 0% | -5% | -2% | -5% | -2% | 2% | -10%
CCn1c(SCC(=O)O)nc2sc3c(c2c1=O)CCC3 | 14µM* | 7 | ? | 13µM* | 22µM* | -15% | -29% | -8% | ?
COc1cc2c(cc1OC)[C@H](Cc1ccc(O)cc1)NCC2 | -9% | . | 11% | -15% | 0% | -13% | -4% | -4% | 28%
Cc1c(NC(=O)C2(C)CCCCC2)c(=O)n(-c2ccccc2)n1C | -16% | -17 | 13% | -10% | 2% | -3% | -10% | -1% | -7%
O=C(CC1C(=O)NCCN1Cc1ccc(Cl)c(F)c1)NCC1CCOCC1 (stereo not given) | 17% | 9 | -3% | -24% | 16% | -1% | i | -2% | 31%[activator]
Nc1ccc(S(=O)(=O)N2CCCc3ccccc32)cc1 | 2% | . | -1% | -27% | 2% | -7% | -8% | -7% | 15%
Fc1cccc(NC(=S)NCc2ccccn2)c1 | 2% | -1 | -11% | -6% | 6% | -8% | 1% | 4% | ?
Cc1cc(NC(=O)CCOc2ccc(F)cc2)no1 | 7% | -23 | 4% | -9% | -5% | 3% | -3% | -1% | 35%[activator]
COc1ccccc1N1CCN(C(=O)NC23CC4CC(CC(C4)C2)C3)CC1 | 2% | 4 | 0% | -2% | 0% | -9% | i | -3% | 8%
O=C(NC(c1ccccc1)c1ccccc1)N1CCN(CCO)CC1 | 29% | -3 | 0% | -7% | 13% | -8% | 5% | -4% | -14%
CCCN(Cc1cc2cc(C)ccc2[nH]c1=O)C(=O)c1cccc(Cl)c1 | -15% | -14 | -6% | -27% | . | -7% | -7% | 1% | 19%
Cc1c(N2C(=O)CS/C2=N\N=C\c2ccc(Cl)cc2)c(=O)n(-c2ccccc2)n1C | 30% | 4 | -11% | -5% | 2% | -19% | -6% | 1% | -2%[58.9 µM]
CS(=O)(=O)N(CC(=O)Nc1ccccc1C(=O)N1CCOCC1)c1cccc(F)c1 | 51% | 2 | -2% | -14% | 10% | -3% | -6% | -1% | 24%
COC(=O)c1cc2oc3ccccc3c2n1Cc1ccc(C)cc1 | 3% | -2 | -2% | . | . | 2% | . | -1% | 39%
O=C(COc1ccc2c(C(F)(F)F)cc(=O)oc2c1)NCc1cccs1 | 12% | . | -11% | -12% | 3% | 214%[activator] | -3% | -6% | 23%
Cc1nc(-c2nnc(SCC(=O)Nc3cc(C(F)(F)F)cc(C(F)(F)F)c3)n2C)cs1 | 25% | . | 15% | -12% | -3% | -11% | -5% | -6% | -1%
O=C(Nc1ccc(F)c(F)c1)c1ccc(F)c(S(=O)(=O)N2CCC3(CC2)OCCO3)c1 | ? | 1&-33 | -9% | -21%&-14% | ? | -13%&0% | -10%&0% | -7%&-8% | 39%&11%[activator]
Cc1n[nH]c(=O)c2c(NC(=O)COC(=O)c3cc(F)cc(F)c3)oc(C)c12 | . | -11 | 4% | -13% | 6% | . | -4% | . | 39%[activator]
Cc1ccc(N2CC(=O)Nc3c(sc4nc(C)cc(C)c34)C2=O)cc1 | -1% | -2 | -10% | -19% | 0% | 2% | -4% | -5% | ?
Cc1ccc(-n2ncc3c(N4CCC(Cc5ccccc5)CC4)ncnc32)cc1C | -2% | 3 | 2%[60.1 µM] | -23% | . | 1% | -8% | -4% | 8%
COC(=O)C1=C(C)Nc2ncnn2C1c1ccc(OCc2ccccc2)cc1 (stereo not given) | 26% | -15 | 10% | 0% | 2% | -11% | -8% | -2% | -5%
COc1ccc(OC)c(C(=O)N2CCC(CCC(=O)NC3CC3)CC2)c1 | -9% | 0 | 0% | -14% | 52%[activator] | -7% | -6% | 0% | 82%[activator]
CC1CCC(C(C)C)C(OCC(O)CN2CCOCC2)C1 (stereo not given) | 1% | 12 | -5% | -3% | 5% | -10% | . | 2% | 3%
Cc1ccc(NC(=O)C2=C(c3ccccc3)S(=O)(=O)CCS2(=O)=O)cc1 | 6% | ? | -8% | -7% | -4% | -5% | -7% | -1% | ?
COC(=O)C1=C(C)OC(N)=C(C#N)C1c1cc(OC)ccc1OC (stereo not given) | 13% | -8 | -3% | -3% | 3% | -6% | -7% | -4% | -15%
CCOCCCNC(=S)N1C2CCC1CC(NC(=O)Nc1ccc(C(=O)OCC)cc1)C2 (stereo not given) | -1% | -8 | -16% | -13% | -5% | -7% | 4% | -5% | 83%[activator]
Cc1ccc(CC2C(=O)N(c3cc(C)ccc3C)C(=O)C2C)cc1 (stereo not given) | -10% | -4 | -4% | -6% | -12% | -17% | -1% | -1% | 11%
Cc1ccc(S(=O)(=O)n2nc(OC(=O)C3CCCCC3)cc2N)cc1 | -18% | 13 | -13% | 7% | 5% | ? | 3% | -7% | 0%
CCO[C@@H]1OC(C(=O)N2CCCCCCC2)=C[C@H](C2CCCCC2)[C@H]1CCCO | -12% | . | -10% | -18% | -5% | -19% | 1% | -3% | 30%
CC(CN1CCOCC1)OC(=O)c1ccc(C(C)(C)C)cc1 (stereo not given) | 7% | -1 | -6% | -22% | -2% | -20% | i | 1% | 3%
Cc1ccc(Cn2c(C(C)Nc3nc(-c4ccc(F)cc4)cs3)nc3cc(C(F)(F)F)ccc32)cc1 (stereo not given) | . | . | -1% | -24% | . | . | -10% | . | ?
CCN(CC)c1nc(-c2ccccn2)nc(-c2ccccc2)c1C#N | -12% | -5 | -13% | -2% | -7% | -13% | i | -5% | 9%
O=C(NN=C1C2CC3CC(C2)CC1C3)c1cccc(S(=O)(=O)N2CCOCC2)c1 | 0% | 6 | -6% | -13% | -3% | 4% | i | 3% | -13%
CCSc1nc(-c2ccccc2)c2cc(Cl)ccc2n1 | -22% | -6 | -5% | -22% | 1% | 9% | -10% | 3% | -12%
COc1cccc(CNC(=O)C(=O)NCC2OCCCN2S(=O)(=O)c2cc(C)ccc2C)c1 (stereo not given) | 9% | -1 | -9% | -23% | -9% | -12% | 5% | -1% | 24%
Cc1ccc2c(CC(=O)Nc3ccc(S(=O)(=O)N4CCCCC4)cc3)coc2c1 | -8% | -30 | 0% | -15% | . | ? | -8% | -12% | -4%
CN(C)CCC1(C2=CCCC2)CC/C(=C/c2ccc(Cl)cc2)C1=O (stereo not given) | . | -73* | -5% | -17% | . | . | -1% | . | 13%
COc1ccccc1N1CCN(C(=O)Cn2cnc3c2c(=O)n(C)c(=O)n3C)CC1 | -6% | -5 | -3% | -20% | 3% | 12% | -6% | 3% | 141%[activator]
CCCc1cc(C(=O)NC2CCCC2)no1 | -19% | 8 | 0% | 2% | 1% | -9% | -5% | -1% | -18%
COC(=O)c1cc(C)cc(=O)o1 | 26% | 2 | -9% | 34%[activator] | 3% | 6% | -5% | -8% | 5%
COc1cccc(-c2cc(C(F)(F)F)nc(-n3cc(C)cn3)n2)c1 | -2% | 6 | 5% | -7% | 9% | -20% | -7% | -4% | -14%
Cn1nnnc1Sc1ccc(C(=O)O)cc1[N+](=O)[O-] | 16% | -5 | 5% | -8% | 5% | -6% | i | 3% | 34%[activator]
CCOC(=O)CCc1c(C)nc2c(c(C)nn2C(C)(C)C)c1C | -16% | . | -8% | -10% | -10% | 6% | -2% | -12% | -19%
CC(C)(C)OC(=O)N1CCC(c2c(C(=O)NCCc3ccsc3)cnn2-c2ccc(F)cc2F)CC1 | 1% | -24 | -20% | -19% | . | -22% | 1% | -6% | -4%
O=C(OCn1nnc2ccccc2c1=O)c1cccnc1 | 11% | 7 | -13% | -7% | -3% | -11% | -4% | -3% | 6%
COC(=O)CNC(=O)COC(=O)c1ccc(OC)c([N+](=O)[O-])c1 | -17% | -3 | -3% | -22% | 2% | -3% | -10% | -6% | 126%[activator]
Cc1ccc2nc(NC(=O)C(NS(=O)(=O)c3cccc4nsnc34)C(C)C)sc2c1 (stereo not given) | ? | . | 3% | -18% | -4% | -24% | -7% | -8% | 13%
COc1ccc(C(=O)Nc2nnc(S(=O)(=O)N(C)Cc3ccccc3)s2)cc1 | 2% | 4 | -1% | -9% | -6% | 14% | -5% | -2% | -20%
O=C(c1ccc(Cl)c([N+](=O)[O-])c1)N1CCN(c2ccccc2)CC1 | 4% | 13 | -4% | -1% | 5% | ? | -3% | 3% | 7%
Cc1ccccc1NC(=S)NC1CCCC1 | 29% | 4 | -6% | 1% | 9% | -1% | 13% | 4% | 119%[activator]
CCc1nnc(NC(=O)c2nc(SCc3ccc(F)cc3)ncc2Cl)s1 | 0% | . | -10% | -8% | . | ? | 5% | 0% | ?
COc1cc(C)c(Br)cc1S(=O)(=O)NCCCN1CCOCC1 | 36% | -20 | -11% | -18% | 31%[activator] | -2% | -8% | 0% | -7%
CCc1noc(C)c1C(=O)Oc1ccc(N(C)S(=O)(=O)c2ccccc2)cc1 | . | 12 | -15% | -16% | -11% | . | 0% | . | 12%
CCCCOc1ccc(C(=O)NCC(=O)NCC(c2ccc(OC)cc2)N2CCCC2)cc1 (stereo not given) | . | -17 | -7% | -18% | 2% | . | -1% | . | 32%[activator]
CCCc1cnc2c(c1SCC(=O)Nc1ccc([N+](=O)[O-])cc1)c(=O)n(C)c(=O)n2C | 1% | -1 | -8%[60.1 µM] | 1% | . | -3% | i | -2% | -7%
COc1ccc(S(=O)(=O)NCc2cccnc2)cc1C(=O)NC1CCCCC1 | 18% | -8 | -5% | -10% | 9% | -6% | 3% | -3% | -1%

# Entries of single compounds, quoted from the list. Screens in order: POLB inh | RXFP1 antag | Pol kappa inh | Pol eta inh | APEX1 inh | Anesthetic bind | PGK inhibitor | BLM inh | Pol iota inh
# Listed for CCCCOc1ccc(C(=O)NCC(=O)NCC(c2ccc(OC)cc2)N2CCCC2)cc1 (stereo not given) = . | -17 | -7% | -18% | 2% | . | -1% | . | 32%[activator]
# Listed for Cc1ccccc1NC(=S)NC1CCCC1 = 29% | 4 | -6% | 1% | 9% | -1% | 13% | 4% | 119%[activator]
